Source: PubChem BioAssay (National Center for Advancing Translational Sciences (NCATS))
LDHA inh – LDHA (human) enzyme inhibition; AID 1347041; 480,000 compounds, 0.15% hits; purified LDHA, NADH/diaphorase-resazurin fluorescence; active compounds read low; activity change, % (values are at about 110 or 230 µM); in the data active = activity change below about -30%; inconclusive = mostly about -25% to -30%;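 note: plate controls were DMSO wells for no effect and wells without enzyme for full effect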
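LDH5 2 nM; NADH 0.06 mM, pyruvate 0.2 mM; 200 mM Tris pH 7.4, EDTA, Tween-20; 5 min RT. Detection: diaphorase 0.133 mg/mL + resazurin 37 µM, fluorescence ex540/em590 at 0 and 20 min; normalized to enzyme-free and DMSO wells.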
Vif-A3F inh – inhibitors of Vif-A3F interaction. HeLa A3F-eYFP + Vif (tagged APOBEC3F with the HIV-1 protein that degrades it), YFP fluorescence increase. Potency, µM (top dose mostly 46.1 µM), for the others: at the top dose activity, negative = active. 390,000 compounds, 0.2% hits; note: potency is the fitted concentration of half-maximal effect; % of control where 0% means no effect; nearly all actives have a fitted effect of over 65% in size
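HeLa cells stably expressing A3F-eYFP plus Vif, plated and incubated overnight at 37 deg C, then exposed to compounds overnight at 37 deg C. Blocked degradation read as raised yellow fluorescence (Ex 488/Em 500-530).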
Glioma ERSR ind – ER stress response induction in glioma | U87-MG GRP78 promoter luciferase reporter, 16 h | Potency, µM, without a hit: top-dose activation, most hits filed as activators | 420,000 compounds, 0.02% hits | AID 602332; note: potency is the fitted concentration of half-maximal effect; series mostly up to about 76 µM; % of control where 0% means no effect; nearly all actives have a fitted effect of over 35% in size
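Stably transfected U87-MG glioma cells carrying a GRP78-based luciferase sensor; 16 h compound incubation. Luminescence end-point read 10 min after Bright-Glo addition at room temperature.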
USP1 inh – blocks the human USP1/UAF1 deubiquitinase complex. 390,000 compounds, 0.23% hits. recombinant USP1/UAF1, Ub-Rhodamine cleavage fluorescence. Potency, µM (titrated, usually from 57.1 µM), inactives show top-dose activity change, negative = inhibition, actives largely listed as inhibitors. AID 743255. O94782; note: potency is the fitted concentration of half-maximal effect; % is set by controls: 0 for no effect and ±100 for the full control effect; nearly all actives have a fitted effect of over 60% in size; inactives centre near -12
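USP1/UAF1 complex (1 nM) preincubated 15 min at room temperature with compound, then Ub-Rho substrate (150 nM final) added. Kinetic fluorescence at 480/540 nm over 6 reads at 60 s intervals; 50 mM HEPES pH 7.8, 0.5 mM EDTA, 0.1 mg/ml BSA, 1 mM TCEP, 0.01% Tween-20.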
mIDH1 inhibitor – blocks human mutant IDH1 R132H enzyme. O75874. IDH1-R132H enzyme, NADPH consumption, diaphorase/resazurin fluorescence. Potency, µM (doses to about 76.6 µM), inactives show at the top dose activity change, negative = inhibition, actives largely listed as inhibitors. 390,000 compounds, 0.093% hits. AID 602179; note: potency is the fitted concentration of half-maximal effect; % is set by controls: 0 for no effect and ±100 for the full control effect; nearly all actives have a fitted effect of over 65% in size
Target sequence (O75874 whole entry R132H, stated change not applied): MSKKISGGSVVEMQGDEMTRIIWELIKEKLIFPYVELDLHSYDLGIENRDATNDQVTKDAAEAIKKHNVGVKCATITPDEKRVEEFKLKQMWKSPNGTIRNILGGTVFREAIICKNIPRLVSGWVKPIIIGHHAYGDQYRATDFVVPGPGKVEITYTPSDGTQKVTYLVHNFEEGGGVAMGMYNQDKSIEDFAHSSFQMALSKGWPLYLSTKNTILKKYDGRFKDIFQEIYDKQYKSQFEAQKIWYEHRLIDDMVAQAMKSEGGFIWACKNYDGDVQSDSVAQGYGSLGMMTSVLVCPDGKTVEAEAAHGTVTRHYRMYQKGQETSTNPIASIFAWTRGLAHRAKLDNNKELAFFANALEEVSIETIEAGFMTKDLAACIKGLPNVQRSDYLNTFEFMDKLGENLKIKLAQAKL
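IDH1-R132H (0.5 ug/mL dispensed) in pH 7.5 Tris buffer was preincubated 30 min with compound, then given a substrate mix of 0.016 mM NADPH and 2 mM alpha-KG for 80 min at room temperature; remaining NADPH was read by diaphorase/resazurin fluorescence.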
RGS4 inh – blocks human RGS4-accelerated GTP hydrolysis; Potency, µM (titrated, usually from 114 µM), inactives show top-dose activity change, negative = inhibition, most hits filed as inhibitors; P49798; 390,000 compounds, 0.039% hits; Transcreener GDP fluorescence polarization, RGS4-accelerated GTP hydrolysis; note: potency is the fitted concentration of half-maximal effect; % is set by controls: 0 for no effect and ±100 for the full control effect; nearly all actives have a fitted effect of over 75% in size; some results filed as inactive show a strong effect at the top dose
Target sequence (P49798 whole entry, looked up): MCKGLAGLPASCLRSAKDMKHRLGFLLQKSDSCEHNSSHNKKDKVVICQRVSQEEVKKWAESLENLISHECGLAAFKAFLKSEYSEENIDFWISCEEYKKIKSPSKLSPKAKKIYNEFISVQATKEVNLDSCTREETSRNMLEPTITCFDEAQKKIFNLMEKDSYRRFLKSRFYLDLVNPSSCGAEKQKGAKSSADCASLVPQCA
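MLSMR compounds (23 nl, pin-transferred) preincubated 10 min at room temperature with a 500nM (2x) first reagent, then RGS4 at 900nM (2x) plus Transcreener GDP mix added; fluorescence polarization (620/688 nm) read before and after 90 min at 30 °C.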
TrxR1 substrate – rat thioredoxin reductase 1 substrate activity | 390,000 compounds, 0.01% hits | Potency, µM (titrated, usually from 114 µM), without a hit: at the top dose activity change, negative = substrate turnover | O89049 | purified TrxR1 substrate turnover, NADPH consumption readout; note: potency is the fitted concentration of half-maximal effect; % is set by controls: 0 for no effect and ±100 for the full control effect; nearly all actives have a fitted effect of over 50% in size
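Rat TrxR1, dispensed at 90 nM, was prereduced with 400 uM NADPH (final) for 5 min at ~22 deg C, then incubated with compound 15 min before 400 uM selenite. A first-read NADPH fluorescence drop versus no-compound background flagged substrates.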
TrxR1 inh – blocks rat thioredoxin reductase 1; AID 588453; recombinant rTrxR1, NADPH fluorescence consumption, selenite substrate; 390,000 compounds, 1% hits; Potency, µM (doses to about 114 µM), for the others: top-dose activity change, negative = inhibition, actives largely listed as inhibitors; O89049; note: potency is the fitted concentration of half-maximal effect; % is set by controls: 0 for no effect and ±100 for the full control effect; nearly all actives have a fitted effect of over 65% in size
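Rat TrxR1 (90 nM in the dispensed reagent) was pre-reduced with 400 uM NADPH for 5 min at room temperature, then incubated with compound for 15 min. After 400 uM selenite was added, NADPH fluorescence (Ex 340/Em 450 nm) was followed for 8 min.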
Vif-A3G inh – inhibitors of Vif-APOBEC3G interaction | Potency, µM (top dose mostly 46.1 µM), for inactives: at the highest dose activity, negative = active, most hits filed as inhibitors | HeLa A3G-eYFP + Vif (tagged APOBEC3G with the HIV-1 protein that degrades it), YFP fluorescence, overnight | Q9HC16 | 410,000 compounds, 0.076% hits;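 note: potency is the fitted concentration of half-maximal effect; % is set by controls: 0 for no effect and ±100 for the full control effect; nearly all actives have a fitted effect of over 60% in size; hits raise eYFP signal because A3G escapes Vif-driven loss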
Target sequence (Q9HC16 whole entry, looked up): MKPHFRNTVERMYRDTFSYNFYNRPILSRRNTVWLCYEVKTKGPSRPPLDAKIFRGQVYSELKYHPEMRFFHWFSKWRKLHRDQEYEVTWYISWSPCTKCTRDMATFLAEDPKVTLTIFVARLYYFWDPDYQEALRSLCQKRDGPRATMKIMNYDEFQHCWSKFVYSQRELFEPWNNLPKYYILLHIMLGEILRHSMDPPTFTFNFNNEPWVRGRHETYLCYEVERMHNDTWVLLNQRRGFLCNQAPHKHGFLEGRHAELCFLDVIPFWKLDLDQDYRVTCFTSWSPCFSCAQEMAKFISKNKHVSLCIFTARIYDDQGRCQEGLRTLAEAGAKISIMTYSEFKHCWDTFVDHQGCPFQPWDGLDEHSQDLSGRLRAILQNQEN
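Read-out is eYFP fluorescence (Ex 488/Em 500-530) from Vif-expressing HeLa A3G-eYFP cells; more signal means A3G escaped Vif-mediated degradation. Cells plated overnight, compound pinned in, incubated overnight at 37 deg C.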
* marks the source's active call; other numbers are inactive results; ? = inconclusive; · = not tested or not shown; [ ] = another dose, or the depositor's remark. Unless noted, calls come from the whole dose curve; as a rule, active = well fitted curve in the direction sought with a large enough effect; inconclusive = small, poorly fitted or top-dose-only effect, or another doubt; inactive = no such curve, though single readings can be large; an effect the other way counts as inactive or inconclusive. Some of the compounds tested. The share of hits here may be higher or lower than overall.

SMILES | LDHA inh | Vif-A3F inh | Glioma ERSR ind | USP1 inh | mIDH1 inhibitor | RGS4 inh | TrxR1 substrate | TrxR1 inh | Vif-A3G inh
O=C(CSCc1cccc(F)c1)N1CCN(c2ccccc2)CC1 | -2 | -16% | 5% | -14% | 3% | -16% | 0% | 14% | 6%
Cc1c(S(=O)(=O)N2CCN(c3ccccc3)CC2)c(=O)n(C)c(=O)n1C | -6 | ? | -4% | -6% | -4% | 18% | -2% | 5% | -3%
CC(C)(C)NC(=O)NC(=O)CSc1nnc2ccccn12 | -5 | 6% | -2% | -25% | 4% | -14% | -6% | -14% | -1%
CC1CCC2(CC1)NC(=O)N(Cc1cc(=O)n3ccsc3n1)C2=O (stereo unspecified) | 0 | 12% | -3% | -6% | 8% | -8% | 5% | 7% | 0%
COc1ccc(N(C)S(=O)(=O)c2cccc(C(=O)NCc3ccc(C)cc3)c2)cc1 | 0 | 5% | -4% | -9% | 0% | -27% | -2% | 10% | -7%
CC(=O)O[C@H]1C[C@@]2(C)[C@@H](C[C@@H](O)[C@H]3[C@@]4(C)CC[C@@H](O)[C@@H](C)C4CC[C@@]32C)/C1=C(\CCC=C(C)C)C(=O)O (stereo partly specified) | -4 | 5% | -4% | -25% | 6% | 3% | 0% | 15% | -3%
Cc1ccc(S(=O)(=O)N2C[C@H]3N(C(=O)OC(C)C)N(C(=O)OC(C)C)C[C@H](OC(=O)NC4CCCC4)[C@@]3(O)C2)cc1 | 4 | -7% | 2% | -19% | 2% | · | · | · | 0%
Cc1ccccc1CNC(=O)CCCn1c(=O)c2cccn2c2cccnc21 | -9 | 0% | -3% | -9% | 4% | 1% | 10% | 5% | 4%
CC1CCCCN1CCCNC(=O)C1CCN(c2nc3ccccc3o2)CC1 (stereo unspecified) | -11 | -7% | -3% | -14% | 5% | 8% | 0% | 22% | -1%
COc1ccc(CNC(=O)COC(=O)c2cnccn2)cc1 | -14 | -2% | -2% | -4% | 10% | 10% | 9%[57.1 µM] | 24%[57.1 µM] | 0%
CCC(=O)Nc1ccc2c(c1)C(=O)N(C1CCCCC1)C2=O | -1 | 0% | 1% | -15% | 1% | -16% | 96%[activator] | 72%[activator] | -4%
COc1ccc(-c2nc(N)n(C(C)=O)n2)cc1 | -7 | -6% | 1% | -5% | 0% | -8% | -6% | -7% | 1%
O=C(N1CCOCC1)N1CCN(c2nc(-c3ccc(F)cc3)cs2)CC1 | 2 | -10% | -1% | -11% | 3% | -17% | -2% | 18%[57.1 µM] | 2%
CCN(CC)C(=O)CSc1ncnc2c1nnn2-c1ccc(OC)cc1 | -8 | 0% | 0% | -4% | 6% | -51% | -4% | -3% | -10%
O=C(CN1CCN(S(=O)(=O)c2ccc(F)c(Cl)c2)CC1)N1CCNC1=O | -5 | 4% | -4% | -19% | -4% | 18% | 5% | 33% | 6%
CN(C(=O)CSc1nncn1-c1ccccc1)C1CCS(=O)(=O)C1 (stereo unspecified) | -8 | 1% | 1% | -3% | -7% | 1% | -1%[57.1 µM] | 1%[57.1 µM] | -2%
CC1CCC(=C(C#N)C(=O)Nc2cccc(Cl)c2)CC1 (stereo unspecified) | -5 | -4% | 0% | -9% | 3% | 5% | 5%[57.1 µM] | 12%[57.1 µM] | 2%
Cc1cc(C)cc(NC(=O)c2ccc(N3C(=O)C4CCCCC4C3=O)cc2)c1 (stereo unspecified) | -1 | 2% | 0% | -9% | 5% | -1% | 0% | 10% | 0%
Cc1ccc(Nc2cnn(C34CC5CC(CC(CC(=O)O)(C5)C3)C4)c(=O)c2Cl)c(Cl)c1 | -1 | 7% | -5% | -20% | -3% | 11% | -3%[57.1 µM] | -13%[57.1 µM] | 0%
COCCN(CC(=O)Nc1cccc(C)c1C)C(=O)/C=C/c1ccc2c(c1)OCCO2 | -6 | -3% | -2% | ? | -1% | · | · | · | 1%

Reprinted from the part before: five entries, then new ones.
SMILES | LDHA inh | Vif-A3F inh | Glioma ERSR ind | USP1 inh | mIDH1 inhibitor | RGS4 inh | TrxR1 substrate | TrxR1 inh | Vif-A3G inh
CN(C(=O)CSc1nncn1-c1ccccc1)C1CCS(=O)(=O)C1 (stereo unspecified) | -8 | 1% | 1% | -3% | -7% | 1% | -1%[57.1 µM] | 1%[57.1 µM] | -2%
CC1CCC(=C(C#N)C(=O)Nc2cccc(Cl)c2)CC1 (stereo unspecified) | -5 | -4% | 0% | -9% | 3% | 5% | 5%[57.1 µM] | 12%[57.1 µM] | 2%
Cc1cc(C)cc(NC(=O)c2ccc(N3C(=O)C4CCCCC4C3=O)cc2)c1 (stereo unspecified) | -1 | 2% | 0% | -9% | 5% | -1% | 0% | 10% | 0%
Cc1ccc(Nc2cnn(C34CC5CC(CC(CC(=O)O)(C5)C3)C4)c(=O)c2Cl)c(Cl)c1 | -1 | 7% | -5% | -20% | -3% | 11% | -3%[57.1 µM] | -13%[57.1 µM] | 0%
COCCN(CC(=O)Nc1cccc(C)c1C)C(=O)/C=C/c1ccc2c(c1)OCCO2 | -6 | -3% | -2% | ? | -1% | · | · | · | 1%
O=C(O)c1n[nH]c2c1CC(C1CCCCC1)CC2 (stereo unspecified) | 6 | 5% | -3% | -25% | 2% | -15% | 8% | 27% | -1%
CCOC(=O)c1cc2c(=O)n3ccccc3nc2n(Cc2ccco2)c1=NC(=O)c1cccc(OC)c1 | -4 | 1% | -2% | 32%[activator] | -19% | -29% | 16% | -40% | -6%
CCCc1cc(=O)[nH]c(SCC(=O)Nc2ccc3ccccc3c2)n1 | 0 | -4% | -3% | -22% | -1% | 4% | 9% | 36%[activator] | -2%
COCCCNC(=O)CSc1nc2c(sc3ccccc32)c(=O)n1CCc1ccccc1 | -12 | -4% | 2% | -28% | 32% | 12% | -3%[57.1 µM] | 6%[57.1 µM] | 3%
O=C(CCN1C(=O)/C(=C\c2cccc(Br)c2)SC1=S)N1CCOCC1 | -5 | 3% | -4% | -17% | 2% | -21% | 0% | 5% | -2%
Cc1ccnc(NC(=O)CCC(=O)N(CC(=O)NC(C)(C)C)c2ccc3c(c2)OCO3)c1 | -3 | -25% | -3% | -12% | 2% | -14% | -1%[57.1 µM] | 4%[57.1 µM] | -2%
O=C(Nc1ccccc1F)C(=Cc1sc(N2CCOCC2)nc1-c1ccccc1)C(=O)Nc1ccccc1F | -11 | ? | 0% | 277%[activator] | 1% | -3% | 1%[57.1 µM] | -1%[57.1 µM] | ?
Cc1nn(CCC(=O)N2CCN(c3ccccc3F)CC2)c(C)c1S(=O)(=O)N1CCCC1 | -11 | 7% | 0% | -7% | 16% | 11% | -6%[57.1 µM] | -4%[57.1 µM] | 5%
Cc1cc(NC(=O)COC(=O)[C@H](Cc2ccccc2)NC(=O)c2ccco2)no1 | 2 | 3% | -5% | -12% | 2% | -6% | 7% | 21% | 0%
CCc1ccccc1Nc1nc2ccccc2n2cnnc12 | 3 | 0% | 1% | -8% | 15% | -6% | 9% | 6% | -1%
N=c1c(S(=O)(=O)c2ccc(Cl)cc2)cc2c(=O)n3ccccc3nc2n1CCN1CCOCC1 | 1 | -1% | -2% | -9% | -4% | 2% | 82%[activator] | -18% | -6%
Cc1cccc(OCC(=O)O/N=C(\N)c2ccc(Br)cc2)c1 | -4 | -5% | -9% | -6% | -2% | -30% | -1%[57.1 µM] | 16%[57.1 µM] | -5%
O=C(c1ccc(-n2cncn2)c([N+](=O)[O-])c1)N1CCN(S(=O)(=O)c2ccc(Cl)cc2)CC1 | 6 | 2% | -4% | -19% | 8% | -21% | -8% | -2% | 1%
CCN(CC)CC(O)COC(c1ccccc1)c1ccccc1 (stereo unspecified) | -7 | -1% | -1% | -5% | 0% | 6% | 0% | 2% | 2%
CC(C)c1ccc(/C=C2\C=Cc3ccccc32)cc1 | 2 | · | 9% | · | · | · | -6% | ? | -3%
C=CCNC(=O)CCCOc1ccc(C)cc1 | -4 | 6% | -2% | -1% | -2% | -23% | 4%[57.1 µM] | 10%[57.1 µM] | -3%
Cn1c(=O)c2c(SCc3ccccn3)nc(CC(C)(C)C)nc2n(C)c1=O | 0 | 4% | -4% | -21% | -4% | -10% | 5%[57.1 µM] | 15%[57.1 µM] | 6%
O=C(CCl)Nc1cccn2ncnc12 | 0 | -3% | ? | -13% | 5% | -15% | -3% | ? | -15%
COc1ccc(CN2CCC(Cc3ccccc3)CC2)c(C)c1C | -3 | -23% | -3% | -8% | -2% | 18% | 1% | 22% | -1%

Results in mIDH1 inhibitor and Vif-A3F inh, for some of the entries so far:
SMILES | mIDH1 inhibitor | Vif-A3F inh
Cc1cc(NC(=O)COC(=O)[C@H](Cc2ccccc2)NC(=O)c2ccco2)no1 | 2% | 3%
CCc1ccccc1Nc1nc2ccccc2n2cnnc12 | 15% | 0%
